TNAP activation fold: stimulation of alkaline phosphatase TNAP activity – biochemical, luminescent, no phosphate acceptor, uHTS, primary screen (AID 1001). 200,000 compounds, 0.03% hits. one-dose activation fold at 20 µM; EC50 in µM for titrated hits. purified TNAP, luminescent activation assay, no phosphate acceptor; higher activation fold means a stronger effect; in the data active = activation fold from about 3, or a potency from the dose series; inactive = the rest, 99 in 100 with activation fold below about 1.6; also: many of its hits are not listed in these tables
CSM14.1 death rescue: protection against thapsigargin-triggered cell killing – 384-well, CSM14.1, ATP luminescence, primary screen (AID 1222). CSM14.1 thapsigargin-induced death rescue, ATP luminescence; higher % means a stronger effect. cellular ATP content (survival), % at 20 µM; hits with a dose series show EC50 in µM. 190,000 tested, under 10 active;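 active = EC50 below 50 µM in the dose-response confirmation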;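 also: death triggered by thapsigargin at about 15 µM added after 2 h compound pretreatment; cell ATP read after overnight thapsigargin exposure of roughly 18 to 22 hours; normalized against plate controls of thapsigargin alone and 5% DMSO vehicle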
Lipid droplet: hepatic lipid droplet formation modulation | AML12 mouse hepatocytes, oleate lipid droplets, BODIPY imaging | inhibition, % at 6.5 µM | 240,000 compounds, 0.4% hits | AID 1656;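 active = lipid droplet intensity inhibited by at least 50%, with more than 500 cells counted; inconclusive = wells with under 300 cells, treated as cytotoxic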
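Material: mouse AML12 hepatocyte cell line, fixed after treatment; Timing: compound with oleate, overnight; Technique: high-content imaging of BODIPY-stained droplets and DAPI nuclei; Probe or stimulus: oleate, 100 µM final; Dosing: compound at 6.5 µM only.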
UTI89 phage lysis: inhibition of K1F phage lysis, E. coli UTI89, bacterial capsule biogenesis inhibitors, alamar blue (AID 488966) | 340,000 compounds, 0.02% hits | E. coli UTI89 K1F phage lysis, alamar blue, 2 h; higher % means a stronger effect | one-dose inhibition, % at 100 µM; IC50 in µM for titrated hits;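 active = phage lysis inhibition, versus mean bacterial control, above a set limit; inconclusive = no clear call, values can overlap the other calls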;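 also: capsule biogenesis inhibitors block K1F phage lysis so surviving cells raise fluorescence; higher fluorescence means more inhibition of phage lysis; actives were called in the ten point dose series up to 300 µM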
human PMI inhibitors: human PMI inhibitors, high substrate, primary screen, biochemical, fluorescence intensity, high mannose 6-phosphate (AID 1220); recombinant PMI enzyme, coupled fluorescence intensity; higher % means a stronger effect; inhibition, % at 20 µM, or IC50 in µM where a hit was titrated; 190,000 compounds, 0.66% hits
Myeloid diff MLP: compounds promoting myeloid differentiation; 360,000 compounds, 1% hits; ER-HoxA9 myeloid progenitors, lysozyme-GFP differentiation, flow cytometry; calls only at 10 µM; AID 624256;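 active = normalized GFP-positive differentiation at or above the plate's own cutoff, the solvent-only control mean plus 3 SD; inconclusive = no clear call, values can overlap the other calls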;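 also: cells exposed to compound for four days before flow analysis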
PMI inhibitors: inhibitors of human PMI, primary screen, biochemical, fluorescence intensity, coupled assay (AID 1209) | purified PMI enzyme, coupled fluorescence intensity; higher % means a stronger effect | inhibition, % at 20 µM; hits with a dose series show IC50 in µM | 190,000 compounds, 0.42% hits;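 also: plate controls were DMSO vehicle for no effect and wells lacking substrate for full effect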
P. falciparum M1AAP: malaria alanyl aminopeptidase activity blockers – biochemical, fluorogenic H-Leu-NHMec substrate, 1536-well (AID 1445); 220,000 compounds, 0.42% hits; recombinant M1AAP, H-Leu-NHMec fluorogenic kinetic assay; higher % means a stronger effect; one-dose inhibition, % at 30 µM; IC50 in µM for titrated hits;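 active = primary inhibition above the hit cutoff, then over 50% inhibition at one or more dose response concentrations, cut at about 23% in these data, passing the limit was not always enough; inconclusive = conflicting primary data, or primary hits not chosen for dose response; inactive = low primary inhibition, or under 50% at every dose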;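 also: plate controls were DMSO full reaction for no effect and no enzyme background for full effect; strong numbers were not always called active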
WT yeast gro inh: growth inhibition of WT yeast, mitochondrial fusion screen | mitochondrial fusion phenotypic screen, WT strain | inhibition, % at 10 µM | 190,000 compounds, 2.1% hits; in the data active = inhibition above about 58%; tested in S. cerevisiae
WT yeast gro inh mutant strain: further read-out of WT yeast gro inh, marked with its call; inhibition, %; mitochondrial fusion phenotypic screen, mutant strain inhibition
Lipid droplet cells 6.5 µM: also measured in Lipid droplet; calls as there; cell count; measured here: cell count, cytotoxicity flag;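 cells counted across two imaged fields per well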
Myeloid diff MLP GFP+ MAC1+ %: second read-out of Myeloid diff MLP, no call of its own (marks repeat the call); GFP+ MAC1+ double positive, %; measured here: differentiation confirmed by MAC1 staining
Active calls of the source: *; i = inactive; ? = inconclusive; . = not tested or not shown; [ ] = another dose, or the depositor's remark. Rule as the data show it, unless noted: active = inhibition above about 50%; inactive = the rest. Random draw from the library, and some 4.6% of all compounds hit somewhere here.

No. | SMILES | WT yeast gro inh | human PMI inhibitors | P. falciparum M1AAP | PMI inhibitors | Myeloid diff MLP GFP+ MAC1+ % | WT yeast gro inh mutant strain
1 | Cc1ccc(S(=O)(=O)NCC(c2ccco2)N2CCOCC2)cc1 (stereo unspecified) | 8 | 16% | -2% | 8% | 0.3 | 7
2 | O=C(CSc1nc2ccccc2[nH]1)Nc1ccc2c(c1)OCCO2 | -3 | -2% | 15% | -1% | 0.8 | -5
3 | COC(=O)C1=C(C)N(Cc2ccccc2)C(=O)N[C@H]1c1ccccc1 | 17 | 2% | -2% | -1% | 2.3 | 7
4 | CCN(Cc1ccccc1)C(=O)COC(=O)Cn1cnc2ccccc21 | 13 | 5% | 6% | -5% | 0.2 | -10
5 | COc1ccc(C(=O)NC(=O)Nc2cc(C)ccn2)cc1 | 6 | 2% | 8% | 5% | 0.9 | 19
6 | Cc1no[n+]([O-])c1COc1ccccc1/C=C1\NC(=S)NC1=O | -5 | 5% | 5% | 7% | 1.2 | -2
7 | COc1ccccc1NC(=O)Cc1nc(CCl)cs1 | 8 | -22% | 10% | -20% | 0.9 | 7
8 | Cc1ccc(C2=NC3(CCCC3)NC2=S)cc1 | 8 | 3% | 9% | -5% | 0.3 | 16
9 | Clc1cccc(/C(Cc2nc3ccccc3[nH]2)=N\Nc2ccccc2)c1 | 68 | -145% | -5% | -71% | 0.9 | 80
10 | O=[N+]([O-])c1cc(/C=N/n2cnnc2)ccc1N1CCCC1 | 13 | 16% | 12% | 8% | 0.1 | 2
11 | O=S1(=O)CC(O)C(NCCO)C1 (stereo unspecified) | 1 | -1% | 6% | -1% | 0.5 | 2
12 | CSc1cccc(NC(=O)CN(Cc2ccc(Cl)cc2)S(C)(=O)=O)c1 | 8 | 9% | 1% | 9% | 5.8 | 12
13 | CCOc1cccc(/C=C/C(=O)O)c1 | 2 | -3% | 4% | -6% | 0.3 | 11
14 | CCN1CCN(Cc2nc3c(c(=O)n(C)c(=O)n3C)n2Cc2cccc3ccccc23)CC1 | -20 | 0% | 6% | 0% | 6.0 | 2
15 | O=C(c1ccc(S(=O)(=O)N2CCCCCC2)cc1)N1CCC(CN2C(=O)c3cccc4cccc(c34)C2=O)CC1 | 34 | 2% | 7% | 1% | 1.2 | 11

No. | Lipid droplet cells 6.5 µM | Myeloid diff MLP | Lipid droplet | UTI89 phage lysis | CSM14.1 death rescue | TNAP activation fold
1 | 672 | i | 0 | 2.2%[50 µM] | -4.3% | 1
2 | . | i | . | -0.2% | -2.3% | 1.2
3 | 731 | i | -20 | -1.7% | -0.1% | 1.1
4 | 678 | i | 7 | 0.3% | 0.1% | 1
5 | . | i | . | 0.2% | -4.8% | 1.1
6 | 752 | i | 21 | 0.1% | -1.0% | 1.3
7 | 624 | i | 32 | 0.7% | 3.7% | 1.1
8 | 702 | i | 6 | -0.2% | 2.5% | 1.2
9 | 667 | i | 7 | 5.4% | -3.3% | 1.2
10 | 631 | i | -14 | 0.2% | 0.6% | 1
11 | 661 | i | 12 | 1.0% | . | 1
12 | 679 | i | 6 | 3.3% | -1.4% | 1.1
13 | 718 | i | 4 | 0.3% | -6.9% | 1
14 | 631 | i | 1 | 0.0% | -1.5% | 1.1
15 | 726 | i | -34 | 0.0% | 1.2% | 1

Brought forward from above: three compounds, followed by the next part.
No. | SMILES | WT yeast gro inh | human PMI inhibitors | P. falciparum M1AAP | PMI inhibitors | Myeloid diff MLP GFP+ MAC1+ % | WT yeast gro inh mutant strain
13 | CCOc1cccc(/C=C/C(=O)O)c1 | 2 | -3% | 4% | -6% | 0.3 | 11
14 | CCN1CCN(Cc2nc3c(c(=O)n(C)c(=O)n3C)n2Cc2cccc3ccccc23)CC1 | -20 | 0% | 6% | 0% | 6.0 | 2
15 | O=C(c1ccc(S(=O)(=O)N2CCCCCC2)cc1)N1CCC(CN2C(=O)c3cccc4cccc(c34)C2=O)CC1 | 34 | 2% | 7% | 1% | 1.2 | 11
16 | Cc1ccc(C(=O)NCC(C)(C)O)cc1 | 27 | -7% | -5% | -9% | 1.9 | -1
17 | CCOc1cccc(OCCNC2CCCC2)c1 | 8 | 7% | 11% | 10% | 0.1 | 15
18 | COc1cccc(N2CC(O)=C(c3nc4ccccc4c(=O)[nH]3)C2=N)c1 | -17 | 5% | -1% | 9% | . | -10
19 | Cc1ccccc1C(=O)N1CCC(C(=O)Nc2ccc(F)cc2)CC1 | -15 | 14% | 3% | 16% | 1.3 | -5
20 | O=C(COC(=O)/C=C/c1cccc(Cl)c1)NCCc1ccc(Cl)cc1Cl | 18 | 2% | -1% | 5% | 1.0 | 5
21 | O=C(Nc1ccc(S(=O)(=O)Nc2nccs2)cc1)c1ccc(N2C(=O)c3ccccc3C2=O)cc1 | 0 | -10% | -1% | -6% | 0.1 | -1
22 | CC(C)CC(=O)N=C1SC2CS(=O)(=O)CC2N1CCc1ccccc1 (stereo unspecified) | -12 | 8% | -1% | 5% | 0.6 | -58
23 | O=C(CCNc1n[nH]c(=O)[nH]c1=O)N/N=C\c1cccc(OCc2ccccc2)c1 | -15 | 7% | 2% | 5% | 0.4 | -2
24 | COc1cccc(C(=O)NCCN2CCOCC2)c1 | -33 | -5% | 6% | -2% | 3.7 | -19
25 | Cc1cc(C)cc(NC(=O)CN(Cc2ccccc2)S(C)(=O)=O)c1 | -7 | 0% | 2% | 3% | 0.8 | 7
26 | CCOC(=O)Cc1csc(NC(=O)NC2(C(F)(F)F)Oc3cc(Cl)c(Cl)cc3O2)n1 | -6 | 55%* | 2% | 58%* | 0.7 | -19
27 | COCCSc1ncnc2c1oc1nc3c(cc12)COC(C)(C)C3 | . | . | 5% | . | 1.1 | .
28 | CC1=C(C(=O)N(C)C)C(c2ccc(N3CCOCC3)cc2)NC(=O)N1 (stereo unspecified) | -10 | 3% | 5% | -13% | 0.9 | -6
29 | Cc1cccc(Nc2nnc(SC/C(O)=C(\C#N)c3nc4ccccc4[nH]3)s2)c1 | -4 | 10% | 4% | 5% | 0.6 | -9
30 | O=C(N/C(=C/c1cccs1)c1nc2ccccc2[nH]1)c1ccccc1 | -7 | -5% | 11% | 1% | 0.3 | -20

No. | Lipid droplet cells 6.5 µM | Myeloid diff MLP | Lipid droplet | UTI89 phage lysis | CSM14.1 death rescue | TNAP activation fold
13 | 718 | i | 4 | 0.3% | -6.9% | 1
14 | 631 | i | 1 | 0.0% | -1.5% | 1.1
15 | 726 | i | -34 | 0.0% | 1.2% | 1
16 | 760 | i | 3 | 0.2% | 1.6% | 1.1
17 | 651 | i | 11 | -4.3% | -1.3% | 1.1
18 | 346 | ? | -167 | -2.0% | 4.4% | 1.2
19 | 650 | i | 0 | -0.4% | -0.5% | 1.1
20 | 674 | i | 2 | 2.3%[50 µM] | -3.3% | 1.1
21 | 719 | i | 3 | 0.1% | -0.2% | 1
22 | . | i | . | -0.1% | 0.0% | 1.1
23 | 657 | i | -16 | . | -0.4% | 1.2
24 | . | i | . | 4.2% | -0.9% | 1.1
25 | 675 | i | -13 | 0.4% | -2.2% | 1
26 | 733 | i | -4 | 0.3% | 0.1% | 0.7
27 | 673 | i | 0 | 0.5% | . | .
28 | 644 | i | 14 | -0.3% | -2.4% | 1
29 | 718 | i | -49 | 2.9% | -4.2% | 1.1
30 | . | i | . | -0.3% | 1.8% | 1.1

Later entries
No. | SMILES | WT yeast gro inh | human PMI inhibitors | P. falciparum M1AAP | PMI inhibitors | Myeloid diff MLP GFP+ MAC1+ % | WT yeast gro inh mutant strain
31 | COc1ccc(NC(=O)CC2C(=O)N(c3ccc(OC)cc3)C(=O)N2Cc2ccc(OC)c(OC)c2)cc1 (stereo unspecified) | -9 | -2% | 4% | 1% | 1.0 | -3
32 | CC(=O)c1sc(N/N=C\c2ccc(Br)cc2)nc1C | 60* | -4% | 1% | -2% | 0.5 | 59*
33 | CCOC(=O)/C(C(=O)Nc1ccccc1Br)=C1/NC(C)(C)Cc2ccccc21 | 9 | -4% | 4% | 8% | 0.6 | -8
34 | COCCn1c(-c2cccs2)nc2nc3ccccc3nc21 | . | . | ? | . | 0.6 | .
35 | COC(=O)c1ccc(C(=O)O)nc1 | . | . | -2% | . | 2.6 | .
36 | CN(CCN1CCOCC1)Cc1nc(-c2ccc3c(c2)OCO3)no1 | -9 | 8% | . | 9% | 0.4 | -11
37 | COc1ccc(C)cc1N(CC(=O)N/N=C/c1ccccc1C(=O)O)S(=O)(=O)c1ccccc1 | -1 | -6% | 4% | 4% | 0.1 | -11
38 | COc1ccc(CN2CCC(CO)(Cc3ccccc3)CC2)cc1Cn1cccn1 | 11 | -1% | 8% | 4% | 0.4 | 6
39 | CNC(=S)n1cnc(N)n1 | . | . | 7% | . | 0.3 | .
40 | CC(=O)N(c1ccccc1)c1nc(C)cc(C)c1C#N | -2 | 10% | 10% | 8% | 0.4 | -5
41 | Cc1ccc(-c2c(C(=O)N3CCOCC3)oc(=O)c3ccccc23)cc1 | 11 | -2% | 4% | 2% | 2.3 | 4
42 | Cn1c(NN)nc2ccccc2c1=O | -3 | 4% | 5% | 9% | 0.2 | -3
43 | CCOc1ccc(NCc2nnc(SCC(=O)Nc3cc(C)on3)n2-c2ccccc2OC)cc1 | 39 | 34% | 3% | 11% | 0.9 | 19
44 | CC(C)n1c(-c2ccncc2)n[nH]c1=S | 5 | 5% | 8% | 1% | 0.6 | -1

No. | Lipid droplet cells 6.5 µM | Myeloid diff MLP | Lipid droplet | UTI89 phage lysis | CSM14.1 death rescue | TNAP activation fold
31 | 691 | i | 17 | -0.2% | 2.3% | 1.1
32 | 664 | i | 14 | 4.4% | -5.6% | 1.2
33 | 610 | i | 49 | -0.1% | -0.2% | 1
34 | 639 | i | -6 | 0.8% | . | .
35 | 672 | i | -4 | -2.0% | . | .
36 | 732 | i | -28 | -0.3%[50 µM] | -0.2% | 1
37 | 684 | i | -6 | -0.1% | -0.6% | 1
38 | 738 | i | -54 | 0.6% | -1.6% | 1.1
39 | 634 | i | 5 | 0.2% | . | .
40 | 752 | i | -11 | 1.1% | -1.6% | 1.1
41 | . | i | . | 4.0% | -0.2% | 1.1
42 | 721 | i | 2 | 0.1% | -0.5% | 1
43 | 719 | i | -15 | 4.6% | -1.5% | 1.1
44 | 671 | i | 2 | 0.3% | 0.7% | 1

Bioassay records deposited in PubChem by several laboratories.
